Screening data from PubChem BioAssay.
N-glyco inh: blocks N-linked glycosylation in D54 reporter cells. reporter increase, % at 12.5 µM. 360,000 tested, 0.23% active. D54 ERlucT glycosylation luciferase reporter, 24 h; percent of 100 nM tunicamycin response;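 active means mean luciferase reporter signal, scaled so untreated is 0 and the glycosylation-blocking control 100, at or above a set limit in every replicate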;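 further: luciferase carries N-glycosylation sites so blocking glycosylation raises the light; 0% = median of neutral control wells and 100% = median of 100 nM tunicamycin wells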
H9c2 protect: myocardial damage modulation in H9c2 cells; H9c2 cardiomyocytes, H2O2 injury protection, ATPLite, 2 h; protection from H2O2 cell death, % at 20 µM; 360,000 tested, 0.63% active;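 active means compounds giving at least 50% protection of heart cells from peroxide-induced death in the single-dose screen, raw or plate-pattern-corrected value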;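 further: 0% = DMSO wells with peroxide and 100% = DMSO wells without peroxide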
hiPSC survival: enhancers of human iPSC single-cell survival. survival enhancement, % at 20 µM. 360,000 tested, 0.044% active. hiPSC single-cell survival, ATPlite luminescence; 100% = ROCK inhibitor wells, 0% = DMSO; in the data active means survival enhancement above about 18%;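 further: cells exposed to compounds for 16 hours before the ATP read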
Granule exo inh: lytic granule exocytosis inhibition | TALL-104 LAMP-1 surface exposure, flow cytometry; cells stimulated with thapsigargin and PMA | AID 651702 | 360,000 tested, 0.66% active | inhibition, % at 10 µM;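 active means inhibition above about 55%, limit read from the data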
Vif imaging: HIV Vif inhibition; HEK293T cells, Vif self-association by quenched fluorescence, imaging, 24 h; inhibition, % at 7.49 µM; 340,000 tested, 0.35% active; AID 602346; in the data active means inhibition above about 50%, passing the limit was not always enough; further: some results filed as inactive read as strong as hits
CaV13 ICDI inh: Disruptors of the CACNA1D IQ motif to Ca2+-dependent inactivation inhibitor domain association, primary screening, Förster resonance energy transfer in intact living …. HEK cells, CFP/YFP FRET ICDI-IQ, plate reader, 10 min; percent FRET-ratio fall versus neutral wells. inhibition, % at 12.3 µM. 340,000 tested, 0.098% active;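 active means mean replicate inhibition of at least 30% and at least 1% of replicates passing that level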;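 further: 0% = median of the neutral control wells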
aDG glyco act: increases alpha dystroglycan glycosylation | Pro5-aDG cells, alpha-DG glycosylation AlphaScreen (IIH6); 0% Pro5, 100% B10-LARGE cell signal | activation, % at 10 µM | 360,000 tested, 0.22% active | AID 624168;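 active means activation of at least 8% versus controls, or a plate z-score of at least 8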;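 further: Pro5 are CHO cells carrying HIG-tagged alpha-DG that lacks glycosylation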
HTR2A ag: agonists of mouse serotonin 5-HT2A receptor (HTR2A) | 360,000 tested, 0.66% active | CHO-K1 mHTR2A beta-arrestin complementation, luminescence; percent of 30 µM serotonin response | activation, % at 7.6 µM | AID 624169;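 active means activation above a run cutoff, the mean activation of all tested compounds plus 3 SD, cut at about 14% in these data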;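 further: 0% = plate median of compound wells and 100% = 30 µM serotonin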
Target sequence (P35363 whole entry, looked up): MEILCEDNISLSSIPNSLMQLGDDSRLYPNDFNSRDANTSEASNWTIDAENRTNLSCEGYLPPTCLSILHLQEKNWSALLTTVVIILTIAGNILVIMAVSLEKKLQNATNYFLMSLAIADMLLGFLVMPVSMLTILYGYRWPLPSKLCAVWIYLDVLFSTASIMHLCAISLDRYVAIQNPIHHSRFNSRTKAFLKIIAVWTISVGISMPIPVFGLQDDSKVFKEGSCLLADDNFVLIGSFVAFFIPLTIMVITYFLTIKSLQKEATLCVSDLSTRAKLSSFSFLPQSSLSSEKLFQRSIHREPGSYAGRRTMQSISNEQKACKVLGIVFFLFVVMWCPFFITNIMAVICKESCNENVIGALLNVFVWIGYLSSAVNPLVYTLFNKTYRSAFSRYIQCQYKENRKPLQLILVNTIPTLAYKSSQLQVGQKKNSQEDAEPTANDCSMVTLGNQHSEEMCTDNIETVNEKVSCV
ABCB6 inh MLPCN: human ABCB6 transporter inhibition; K562-ABCB6 porphyrin accumulation, flow cytometry, 1 h; stronger effect = lower value; 360,000 tested, 0.19% active; AID 602162; fluorescence ratio to DMSO, % at 10 µM;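 active means fluorescence ratio to DMSO below 75%, the collection mean minus 3 SD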;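 further: signal is porphyrin accumulated inside mitochondria; 100% equals median channel fluorescence of DMSO control wells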
PDI inh: blocks human protein disulfide isomerase activity. PDI insulin aggregation turbidity, A650, 90 min. 350,000 tested, 0.052% active. P07237. inhibition, % at 10 µM. AID 588391;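 active means mean inhibition across replicates of 30% or more, whatever share of single replicates reach that level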;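 further: absorbance from insulin aggregation driven by PDI reduction with DTT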
Target sequence (P07237 whole entry, looked up): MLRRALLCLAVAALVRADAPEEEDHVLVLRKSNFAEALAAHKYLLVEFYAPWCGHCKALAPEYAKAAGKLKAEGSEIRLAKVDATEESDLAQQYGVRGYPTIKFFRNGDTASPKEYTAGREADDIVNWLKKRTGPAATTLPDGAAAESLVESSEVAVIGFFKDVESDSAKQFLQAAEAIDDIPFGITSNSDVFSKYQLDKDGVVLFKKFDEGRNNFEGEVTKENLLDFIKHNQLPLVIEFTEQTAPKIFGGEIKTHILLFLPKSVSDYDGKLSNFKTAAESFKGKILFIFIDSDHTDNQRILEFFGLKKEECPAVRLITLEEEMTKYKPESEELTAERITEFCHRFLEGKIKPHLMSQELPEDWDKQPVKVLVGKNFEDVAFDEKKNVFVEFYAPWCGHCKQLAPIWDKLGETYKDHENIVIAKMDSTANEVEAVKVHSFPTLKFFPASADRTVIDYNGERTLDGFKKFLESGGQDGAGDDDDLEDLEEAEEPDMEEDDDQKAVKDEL
An asterisk follows results filed as active; · = not tested or not shown. This is a random part of the collection, and some 3.1% of all compounds hit somewhere here.

smiles | N-glyco inh | H9c2 protect | hiPSC survival | Granule exo inh | Vif imaging | CaV13 ICDI inh | aDG glyco act | HTR2A ag | ABCB6 inh MLPCN | PDI inh
O=C(CN1C(=O)NC2(CCCC2)C1=O)Nc1cccc(C(F)(F)F)c1 | 4 | 0 | 0.3 | -3 | -10 | -6 | -0.1 | 5 | 104 | 2
Cc1[nH]c2ccccc2c1/C=N/NC(=S)NC(C)C | 1 | -14 | 1.4 | -6 | 0 | -3 | 1.5 | 2 | 96 | 9
COc1ccc(CN=C2NC(=O)CC(C(=O)Nc3ccccc3C)S2)cc1 (stereo unspecified) | -1 | 2 | -0.8 | -3 | -1 | 2 | -0.2 | 0 | 102 | 5
Cc1ccc(-c2cnn(-c3ccccc3)c2N)cc1 | -10 | -18 | -0.6 | 7 | 0 | -3 | 0.0 | -3 | 96 | -1
COCCNC(=O)C1(C)CCCN(C(=O)c2ccc(F)c(Cl)c2)C1 (stereo unspecified) | 2 | 5 | 2.9 | -3 | -12 | -5 | -0.2 | -2 | 90 | 15
CCCCCN(C(=O)NC(=O)NCCCC)S(C)(=O)=O | -2 | -4 | -0.6 | 2 | 3 | -10 | -0.2 | 1 | 100 | 3
Nc1cc(N)nc(SCc2cccnc2)n1 | 7 | 4 | 0.9 | -2 | 3 | · | 0.3 | 3 | 92 | -3
CC(NC(=O)c1ccc([N+](=O)[O-])cc1[N+](=O)[O-])c1ccc(-c2ccccc2)cc1 (stereo unspecified) | -2 | -16 | -0.3 | 1 | -11 | -2 | 0.9 | -1 | 102 | -1
Cc1ccc(C)c(S(=O)(=O)N2CCCOC2CNC(=O)C(=O)NCc2ccc3c(c2)OCO3)c1 (stereo unspecified) | -1 | -9 | -0.1 | 0 | -3 | -6 | 0.3 | 7 | 100 | 2
O=C(CN1CCCC1)Nc1ccc(S(=O)(=O)N2CCCCC2)cc1 | -2 | 1 | -0.7 | -9 | 4 | -7 | -0.1 | -2 | 101 | -4
CC(C)N1CCc2c(sc(NC(=O)c3cc4cc([N+](=O)[O-])ccc4s3)c2C(N)=O)C1 | -17 | -26 | -5.1 | 2 | 80* | -5 | 4.3 | 2 | 100 | ·
OC[C@@H]1CN(Cc2cccc(C(F)(F)F)c2)C[C@H](n2cnc3c(NC4CC4)ncnc32)O1 | 3 | -3 | 0.9 | -5 | 5 | -10 | -0.2 | -2 | 106 | 6
CC1=C(C)C(=O)N(CCC(=O)O)C1=O | 4 | 1 | -2.2 | 0 | 3 | -4 | -0.2 | 1 | 97 | -6
CCCS(=O)(=O)NC(=O)C1(C)CCN(C(=O)c2ccc(OC)c(F)c2)C1 (stereo unspecified) | 1 | 9 | 0.9 | -1 | · | · | 0.0 | 3 | 99 | -4
O=c1[nH]c(/C=C/c2ccccc2[N+](=O)[O-])nc2ccccc12 | 0 | 19 | -1.2 | 6 | -6 | -3 | -0.3 | 2 | 100 | -9
CCOC(=O)CC(=O)Nc1ccsc1C(N)=O | 5 | 7 | -0.6 | 8 | -6 | -6 | -0.1 | 11 | 101 | -3
CN(Cc1ccn[nH]1)C(=O)C1CCC(=O)N(Cc2cccc(C(F)(F)F)c2)C1 (stereo unspecified) | 0 | -2 | -0.6 | -15 | -4 | -15 | 0.0 | 3 | 97 | 10
CCOC(=O)[C@H]1[C@H]2COc3ccc(C)cc3[C@@H]2N2C(=O)c3cc(C)ccc3NC(=O)[C@@]12C | -2 | 5 | 1.1 | -2 | -13 | -12 | 0.1 | 2 | 99 | 12
CCOC(=O)C1(CCc2ccccc2)CCN(C(=O)C(C)n2cncn2)CC1 (stereo unspecified) | 0 | 4 | -0.8 | -2 | 2 | 2 | 0.0 | -1 | 103 | 2
CCOC1=C2[C@H](c3ccccc3F)N(S(=O)(=O)c3ccc(C)cc3)C[C@H]2n2c(=O)n(-c3ccccc3)c(=O)n2C1 | -2 | 2 | 0.8 | 0 | · | -6 | -0.5 | 3 | 95 | ·

Four entries from above, set out differently:
O=C(CN1CCCC1)Nc1ccc(S(=O)(=O)N2CCCCC2)cc1
  N-glyco inh = -2	H9c2 protect = 1	hiPSC survival = -0.7	Granule exo inh = -9	Vif imaging = 4	CaV13 ICDI inh = -7	aDG glyco act = -0.1	HTR2A ag = -2	ABCB6 inh MLPCN = 101	PDI inh = -4
CC(C)N1CCc2c(sc(NC(=O)c3cc4cc([N+](=O)[O-])ccc4s3)c2C(N)=O)C1
  N-glyco inh = -17	H9c2 protect = -26	hiPSC survival = -5.1	Granule exo inh = 2	Vif imaging = 80*	CaV13 ICDI inh = -5	aDG glyco act = 4.3	HTR2A ag = 2	ABCB6 inh MLPCN = 100	PDI inh = ·
OC[C@@H]1CN(Cc2cccc(C(F)(F)F)c2)C[C@H](n2cnc3c(NC4CC4)ncnc32)O1
  N-glyco inh = 3	H9c2 protect = -3	hiPSC survival = 0.9	Granule exo inh = -5	Vif imaging = 5	CaV13 ICDI inh = -10	aDG glyco act = -0.2	HTR2A ag = -2	ABCB6 inh MLPCN = 106	PDI inh = 6
CC1=C(C)C(=O)N(CCC(=O)O)C1=O
  N-glyco inh = 4	H9c2 protect = 1	hiPSC survival = -2.2	Granule exo inh = 0	Vif imaging = 3	CaV13 ICDI inh = -4	aDG glyco act = -0.2	HTR2A ag = 1	ABCB6 inh MLPCN = 97	PDI inh = -6

The listing continues:
smiles | N-glyco inh | H9c2 protect | hiPSC survival | Granule exo inh | Vif imaging | CaV13 ICDI inh | aDG glyco act | HTR2A ag | ABCB6 inh MLPCN | PDI inh
COc1cc(C(=O)N/N=C/c2ccc(OC(=O)c3ccccc3Cl)cc2)ccc1O | · | 52* | 1.4 | 36 | · | -7 | 0.1 | 1 | 101 | -1
O=C(CCc1ccccc1)NNC(=O)COc1ccc(Cl)cc1 | 1 | -2 | -0.3 | -8 | 8 | -6 | 0.2 | -3 | 100 | -5
O=C(/C=C\c1ccc2c(c1)OCO2)Nc1c2c(nn1-c1ccc(Cl)cc1)CSC2 | -5 | -3 | -1.2 | 1 | 23 | -7 | -0.2 | -6 | 100 | 4
O=C(Nc1nc(-c2ccncc2)cs1)c1ccc(F)cc1 | -4 | -5 | 0.2 | -2 | 19 | -3 | -0.3 | 2 | 96 | -1
O=C(CN1C(=O)C2CC=C(Cl)CC2C1=O)Nc1ccc(C(=O)O)cc1 (stereo unspecified) | 3 | 5 | 0.2 | -1 | 1 | -5 | -0.1 | 3 | 95 | 3
Cc1ccc(NC(=S)N(CCCN2CCC(C)CC2)Cc2ccco2)cc1 | 0 | 2 | 0.0 | 37 | 8 | 9 | 0.8 | -7 | 99 | -4
COc1ccc(/C=C(\C#N)C(=O)OCC(=O)Nc2ccc(-c3nc4ccc(C)cc4s3)cc2)cc1 | -16 | -10 | -0.4 | -3 | 4 | -5 | 0.0 | -2 | 92 | -2
CCCCN(CCCC)Cc1ccc(C(=O)NNC(=O)Nc2ccc(Cl)cc2)o1 | -4 | 2 | -0.3 | 0 | 3 | -5 | 0.0 | -5 | 100 | -6
O=C(C1=NN[C@@H]2C(=O)N(c3cccc(C(F)(F)F)c3)C(=O)[C@H]12)c1ccc2ccccc2n1 | 3 | 1 | -0.1 | -2 | -1 | -15 | -0.3 | 0 | 101 | 15
COc1ccccc1NC(=O)CSCC(=O)N1c2ccccc2CCc2ccccc21 | -2 | 1 | 3.2 | 4 | -1 | -7 | 0.1 | -5 | 106 | -8
COc1ccc(-c2csc(NC(=O)CSCc3c(C)noc3C)n2)c(OC)c1 | 0 | 3 | 1.0 | 11 | -6 | -6 | 0.3 | 0 | 91 | -9
O=C(NCc1ccc(F)cc1)c1ccccc1OCc1ccccc1 | -2 | -2 | 1.0 | -2 | -4 | 0 | 0.3 | 0 | 97 | 7
Nc1cc(Cl)ccc1Oc1ccc2ccccc2c1 | 0 | -22 | -2.5 | -3 | -4 | -7 | 0.0 | -3 | 99 | -6
Cc1onc(-c2ccccc2Cl)c1C(=O)Nc1cccc(-c2nc3ncccn3c2C)c1 | -1 | 5 | 10 | -3 | 6 | -3 | -0.1 | -1 | 97 | 1
COc1cc(CO)c(OC)c([N+](=O)[O-])c1 | 0 | 11 | 2.6 | -9 | 10 | -4 | 0.0 | -6 | 94 | 5
O=C(Nc1ccccc1F)c1ccc(C(=O)c2ccccc2)cc1 | 1 | -1 | -0.5 | -4 | 17 | · | 0.0 | -5 | 99 | -3
CCN(CC(=O)NC1CCS(=O)(=O)C1)S(=O)(=O)c1c(C)c(C)cc(C)c1C (stereo unspecified) | 1 | -2 | -0.6 | -8 | -1 | -6 | -0.3 | 4 | 103 | -5
Cc1cc(C)n2nc(CC(=O)NC3CCCC(C)C3C)nc2n1 (stereo unspecified) | 4 | 4 | 3.0 | -1 | 10 | -7 | 0.1 | 5 | 103 | -2
Cc1ccc(C)c(OCCNc2ncccc2[N+](=O)[O-])c1 | -1 | -1 | -0.3 | -2 | 12 | -20 | 0.1 | 5 | 98 | -7
COc1ccc(/C=N\NC(=O)COc2ccc(C(C)(C)C)cc2)cc1Cn1nc(C)cc1C | 20 | -15 | -0.4 | 0 | 1 | · | 0.0 | 1 | 98 | 4

One compound at a time (already shown). Order of values: N-glyco inh	H9c2 protect	hiPSC survival	Granule exo inh	Vif imaging	CaV13 ICDI inh	aDG glyco act	HTR2A ag	ABCB6 inh MLPCN	PDI inh
COc1ccc(-c2csc(NC(=O)CSCc3c(C)noc3C)n2)c(OC)c1 is listed with 0	3	1.0	11	-6	-6	0.3	0	91	-9
O=C(NCc1ccc(F)cc1)c1ccccc1OCc1ccccc1 is listed with -2	-2	1.0	-2	-4	0	0.3	0	97	7

The results go on.
smiles | N-glyco inh | H9c2 protect | hiPSC survival | Granule exo inh | Vif imaging | CaV13 ICDI inh | aDG glyco act | HTR2A ag | ABCB6 inh MLPCN | PDI inh
O=C1CCCCN1CCC(=O)N1CCCC(Nc2ccccc2)C1 (stereo unspecified) | 2 | 0 | -0.1 | 1 | 1 | -5 | 0.2 | -3 | 88 | 2
C[C@H](CO)N1C[C@H](C)[C@@H](CN(C)C(=O)Nc2cccc3ccccc23)OCCCC[C@H](C)Oc2ccc(NS(=O)(=O)c3cn(C)cn3)cc2C1=O | 3 | 0 | 2.9 | -1 | 10 | -8 | 0.1 | 0 | 98 | ·
O=c1[nH]c(=O)n(-c2ccc(F)cc2)c2c1C(C(F)(F)F)(C(F)(F)F)N=C(c1ccc(F)cc1)N2 | -5 | -24 | -1.3 | 12 | 0 | -5 | 0.8 | 4 | 88 | -1
COc1cccc(CNC(=O)CCNC(=O)Cn2ccc3ccccc3c2=O)c1 | 0 | 2 | -1.9 | -2 | 8 | -3 | 0.0 | 1 | 87 | 13
CSc1nc2cc(S(=O)(=O)N3CCOCC3)ccc2s1 | 3 | -1 | -2.7 | -4 | -5 | -11 | -0.1 | 1 | 94 | 4
CCOC(=O)C1(Cc2ccccc2C)CCCN(C(=O)CN2CCCCC2=O)C1 (stereo unspecified) | 3 | 0 | -0.5 | 0 | 0 | -5 | 0.0 | 3 | 98 | -2
CC1CCCCC12NC(=O)N(CC(=O)N1CCc3ccccc31)C2=O (stereo unspecified) | 3 | 1 | 0.7 | -1 | -4 | -4 | -0.2 | 3 | 95 | 5
COc1ccc(CNC(=O)C2CCN(S(=O)(=O)c3c(C)n[nH]c3C)CC2)cc1 | 0 | 9 | -1.1 | 0 | 12 | -1 | 1.1 | 2 | 101 | -4
